Bioassay records (PubChem BioAssay)
Giardia killer = Small Molecules that selectively kill Giardia lamblia: qHTS. Giardia lamblia trophozoite viability. activity change, % at 7.66 µM, hits read low. 340,000 compounds, 0.15% hits; in the data active = activity change below about -80%; inconclusive = between about -30% and that limit;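 also: parasites exposed to compound for two days anaerobically before the ATP read; % is scaled to controls: 0 for no effect and ±100 for the full control effect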
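Killing of trophozoites was scored by loss of ATP luminescence after a 48 hrs anaerobic exposure to compounds at 37 deg C, using 100 cells per well.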
Menin MLL FP TR = qHTS Assay for Inhibitors Targeting the Menin-MLL Interaction in MLL Related Leukemias: Competition With Texas Red Labeled MLL-derived Mutant Peptide; O00255; Menin + Texas Red MLL mutant peptide, fluorescence polarization; Potency, µM (titrated, usually from 61.6 µM), inactives show at the top dose FP activity change, negative = inhibition, usual class: inhibitors; 270,000 compounds, 0.23% hits; AID 1768, 2009; active = well fitted inhibition curve with a large enough effect in the polarisation, with a control signal flat, not every such curve was filed as active; inconclusive = small, poorly fitted or top-dose-only effect, or effect the other way, or a change in a side signal; inactive = no such curve, though single readings can be large or run the other way; the % refers to the polarisation; also: potency is read from the fitted curve at half-maximal effect; % of control where 0% means no effect; many of its hits are not listed in these tables
p53 reactivation = qHTS assay for re-activators of p53 using a Luc reporter | H1299 p53-A138V BP100-luciferase reporter, luminescence, 24 h | 320,000 compounds, 0.063% hits | Potency, µM (highest dose often 92.2 µM), without a hit: at the top dose activity change, positive = activation, usual class: activators; also: potency is read from the fitted curve at half-maximal effect; % of control where 0% means no effect; nearly all actives have a fitted effect of over 45% in size
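p53-null H1299 cells stably carrying temperature-sensitive p53-A138V and a BP100-luciferase reporter were pinned with compounds (4-point, 1:5 series) and held 24 hrs at 37 deg C. Luminescence was read 10 min after detection reagent.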
FLuc modulator = qHTS profiling assay for firefly luciferase inhibitor/activator using purifed enzyme and Km concentrations of substrates (counterscreen for miR-21 project); purified FLuc, Km substrates, luminescence inhibition; AID 588342, 2011; 360,000 compounds, 6.9% hits; Potency, µM (doses to about 57.5 µM), for inactives: at the top dose activity change, negative = inhibition, actives largely listed as inhibitors; Luciferin 4-monooxygenase (Photinus pyralis), P08659;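 also: potency is read from the fitted curve at half-maximal effect; plate controls were vehicle for no effect and reference inhibitor for full effect; nearly all actives have a fitted effect of over 55% in size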
Target sequence (P08659 whole entry, looked up): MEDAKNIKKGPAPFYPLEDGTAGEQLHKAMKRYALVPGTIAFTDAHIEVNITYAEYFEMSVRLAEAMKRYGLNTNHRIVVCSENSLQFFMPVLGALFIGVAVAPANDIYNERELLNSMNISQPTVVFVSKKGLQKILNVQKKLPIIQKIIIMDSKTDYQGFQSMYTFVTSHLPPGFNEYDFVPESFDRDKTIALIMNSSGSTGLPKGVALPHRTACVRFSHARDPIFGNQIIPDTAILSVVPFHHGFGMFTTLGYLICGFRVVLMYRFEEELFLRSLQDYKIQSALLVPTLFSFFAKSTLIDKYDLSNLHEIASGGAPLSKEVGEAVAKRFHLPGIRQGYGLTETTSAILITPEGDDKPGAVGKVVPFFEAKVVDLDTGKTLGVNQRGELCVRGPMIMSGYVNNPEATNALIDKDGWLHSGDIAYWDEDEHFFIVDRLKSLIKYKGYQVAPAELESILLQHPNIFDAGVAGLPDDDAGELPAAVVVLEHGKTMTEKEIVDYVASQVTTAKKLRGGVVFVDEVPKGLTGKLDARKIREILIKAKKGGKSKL
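Purified P. pyralis luciferase, 10 nM final, with Km-level 10 uM D-luciferin and 10 uM ATP in 50 mM Tris acetate pH 7.5, 10 mM Mg acetate, 0.01% Tween-20, 0.05% BSA; 6-point qHTS titration about 60 µM downward; luminescence read.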
NPC1 promoter act = qHTS Assay for NPC1 Promoter Activators; 320,000 compounds, 2.4% hits; Potency, µM (titrated, usually from 9.22 µM), for the others: at the top dose activation, most hits filed as activators; Huh7 NPC1 promoter luciferase reporter, 24 h;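 also: potency is read from the fitted curve at half-maximal effect; % of control where 0% means no effect; nearly all actives have a fitted effect of over 60% in size; reporter is driven by a mutant NPC1 promoter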
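Stably transfected Huh7 (NPC1 promoter→luciferase), 1500 cells/well in Opti-MEM + 10% FBS, 2 h settle, then compound 24 h at 37 °C. Luminescence after 10 min with Amplite reagent.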
Rab9 prom act = qHTS Assay for Rab9 Promoter Activators; Huh7 Rab9 promoter-luciferase reporter, luminescence, 24 h; Potency, µM (titrated, usually from 9.22 µM), for inactives: at the top dose activation, negative = inhibition, most hits filed as activators; 320,000 compounds, 2.8% hits; also: potency is read from the fitted curve at half-maximal effect; % of control where 0% means no effect; nearly all actives have a fitted effect of over 60% in size
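Cells were plated at 1500 per well in reduced-serum medium with 10% FBS and left 2 h. Compound in DMSO was then added for 24 h at 37 °C. Reporter signal was read by luminescence after 10 min with luciferase detection reagent.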
VP16 counter = VP16 counterscreen qHTS for inhibitors of ROR gamma transcriptional activity; AID 2546, 2010; Potency, µM (series often up to 53.6 µM), without a hit: at the top dose activity, negative = inhibition, usual class: inhibitors; 310,000 compounds, 3.5% hits; Drosophila S2 Gal4-VP16 UAS-luciferase, luminescence, 20 h;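 also: Gal4-VP16 expression switched on by copper sulfate through the metallothionein promoter; potency is read from the fitted curve at half-maximal effect; % is scaled to controls: 0 for no effect and ±100 for the full control effect; nearly all actives have a fitted effect of over 50% in size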
ELG1 genotox = qHTS screen for small molecules that induce genotoxicity in human embryonic kidney (HEK293T) cells expressing luciferase-tagged ELG1; HEK293T ELG1-luciferase reporter, luminescence, 16 h; Potency, µM (doses to about 46 µM), for the others: at the top dose activity change, positive = activation, actives largely listed as activators; 330,000 compounds, 1.3% hits; also: potency is read from the fitted curve at half-maximal effect; % of control where 0% means no effect; nearly all actives have a fitted effect of over 60% in size
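16 hr compound incubation (37 °C, 5% CO2) of HEK293T cells carrying luciferase-tagged ELG1; luciferase then measured by ONE-Glo luminescence after 30 min at RT.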
RORgamma inh = qHTS for inhibitors of ROR gamma transcriptional activity | AID 2551, 2010 | Potency, µM (top dose mostly 53.6 µM), inactives show top-dose activity change, negative = inhibition, actives largely listed as inhibitors | Nuclear receptor ROR-gamma (Mus musculus), P51450 | 310,000 compounds, 5.4% hits | Drosophila S2 Gal4-RORgamma UAS-luciferase reporter, 20 h; also: potency is read from the fitted curve at half-maximal effect; % is scaled to controls: 0 for no effect and ±100 for the full control effect; nearly all actives have a fitted effect of over 60% in size
Target sequence (P51450 whole entry, looked up, the tested form may be a part): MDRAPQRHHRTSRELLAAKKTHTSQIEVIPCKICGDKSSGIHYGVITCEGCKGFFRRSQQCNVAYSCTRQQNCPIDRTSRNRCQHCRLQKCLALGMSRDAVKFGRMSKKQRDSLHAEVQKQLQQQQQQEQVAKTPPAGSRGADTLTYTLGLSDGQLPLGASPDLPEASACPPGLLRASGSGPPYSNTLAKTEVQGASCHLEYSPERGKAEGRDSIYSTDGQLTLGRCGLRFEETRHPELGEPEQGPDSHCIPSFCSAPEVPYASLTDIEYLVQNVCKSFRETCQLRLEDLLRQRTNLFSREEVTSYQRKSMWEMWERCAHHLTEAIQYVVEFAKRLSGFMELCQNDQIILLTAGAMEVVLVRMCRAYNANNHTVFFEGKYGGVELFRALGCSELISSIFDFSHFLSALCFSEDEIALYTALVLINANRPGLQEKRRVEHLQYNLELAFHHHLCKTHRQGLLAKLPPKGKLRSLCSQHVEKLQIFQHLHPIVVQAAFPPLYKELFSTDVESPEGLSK
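Drosophila S2 cells stably expressing Gal4-DBD/mouse RORγ fusion under metallothionein promoter plus UAS-luciferase; compound 1 h, then 700 uM CuSO4 induction for 20 h at ambient temperature; inhibition read as reduced luminescence.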
PKM2 activator = qHTS Assay for Activators of Human Muscle isoform 2 Pyruvate Kinase | Pyruvate kinase PKM (Homo sapiens), P14618 | purified PKM2, Kinase-Glo ATP luminescence, activation; response scale: 0% is enzyme alone, no compound | Potency, µM (series often up to 57.5 µM), for inactives: top-dose activation, hits mostly activators | 260,000 compounds, 0.34% hits | AID 1631, 2009; also: potency is read from the fitted curve at half-maximal effect; % is scaled to controls: 0 for no effect and ±100 for the full control effect; nearly all actives have a fitted effect of over 55% in size
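Purified hPK-M2 (>95%) run at intermediate activity with 0.1 mM ADP and 0.5 mM PEP in 50 mM imidazole pH 7.2, KCl, MgCl2; 1 h room temperature. ATP formed read by Kinase-Glo luminescence; normalized to uninhibited and no-enzyme controls.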
BRCA1 expr act = qHTS Assay to Identify Small Molecule Activators of BRCA1 Expression | 380,000 compounds, 1.1% hits | MCF7-BRCA1-FFLuc reporter, luminescence, 48 h; response scale: scaled: vehicle 0%, 10 µM genistein 100% | Potency, µM (highest dose often 46.1 µM), inactives show top-dose activation, hits mostly activators; also: potency is read from the fitted curve at half-maximal effect; nearly all actives have a fitted effect of over 80% in size; some results filed as inactive show a strong effect at the top dose
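Compounds are tested at multiple concentrations on MCF7 BRCA1-luciferase reporter cells seeded at 2000 per well; after 48 h, a single luminescence end-point is taken and curves fitted to the normalized data.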
Numbers without * were called inactive; ? = inconclusive; . = not tested or not shown; [ ] = another dose, or the depositor's remark. Unless noted, calls follow the shape of the dose curve; as a rule, active = well fitted curve in the direction sought with a large enough effect; inconclusive = small, poorly fitted or top-dose-only effect, or another doubt; inactive = no such curve, though single readings can be large; an effect the other way counts as inactive or inconclusive. The list is partial; rates above refer to the full screens.

SMILES	Giardia killer	Menin MLL FP TR	p53 reactivation	FLuc modulator	NPC1 promoter act	Rab9 prom act	VP16 counter	ELG1 genotox	RORgamma inh	PKM2 activator	BRCA1 expr act
Cc1cc(C)cc(NC(=O)CCN2C(=O)c3ccccc3S2(=O)=O)c1	26	-3%	.	2%	-3%	4%	4%	0%	18%	14%	-1%
CN1CCN(C(=O)/C(=C\c2ccc3c(c2)OCO3)NC(=O)c2cccs2)CC1	7	5%	-4%	0%	1%	4%	4%	2%	7%	.	29%
CN(C)c1ncc(S(=O)(=O)c2ccccc2)c(=O)[nH]1	32[activator]	18%	2%	3%	-11%	-3%[1.84 µM]	-1%	0%	-3%	.	5%
O=C(NCCNC(=O)c1cc(OCC(F)(F)F)ccc1OCC(F)(F)F)Nc1ccc(OC(F)(F)F)cc1	-5	78%[activator]	0%	-1%	2%	0%	-19%	0%	34%	1%	-27%
COc1ccc(CC(=O)c2ccc(OC3OC(CO)C(O)C(O)C3O)cc2O)cc1 (configuration not stated)	0	0%	?	0%	?	?	-18%	?	1%	.	11µM*
COCCNC(=S)Nc1ccc2nc(N3CCOCC3)cc(C)c2c1	4	-21%	0%	0%	0%	-1%	2%	-3%	?	.	7%
COc1ccc(CN2CCNC(=O)C2CC(=O)NCc2cn[nH]c2-c2ccccc2)c(F)c1 (configuration not stated)	-4	.	-2%	0%	-1%	-1%	-5%	2%	15%	.	0%
Cc1ccc(NC(=S)N(Cc2cccs2)Cc2cc3cc(C)ccc3[nH]c2=O)cc1	-7	?	-4%	-1%	-6%	2%	?	-4%	-26%	10%	-32%
O=C(NCc1ccccc1)C(=O)NCC1OCCN1S(=O)(=O)c1ccc([N+](=O)[O-])cc1 (configuration not stated)	-6	22%	0%	3%	-2%	17%	19%	-2%	20%	-4%	11%
Oc1ccccc1C=NC(c1ccccc1)C(O)c1ccccc1 (configuration not stated)	0	10%	-4%	2%	0%	-3%	6%	0%	-19%	-1%	-12%
CCc1ccc(OCC(=O)Nc2ccc3[nH]ncc3c2)cc1	8	-3%	-12%	?	1%	9%	-4%	-13%	17%	-1%[11.5 µM]	-1%
CN(C)c1nc(N)nc(Cn2nnc(-c3ccc(C(F)(F)F)cc3)n2)n1	-21	15%	-5%	-1%	-10%	-11%	-8%	9%	-1%	5%	-6%
CCOC(=O)C(=CNCC(=O)OC)C(=O)OCC	17	-5%	7%	3%	-3%	-6%	0%	0%	1%	0%	-20%
CCOc1ccc(-n2c(Cc3cc(=O)[nH]c(=O)[nH]3)nnc2SCC(=O)NC2CCCC2)cc1	33[activator]	0%[11.7 µM]	-6%	0%	-2%	3%	-6%	-1%	-9%	2%	1%
Cc1cc(CNC(=O)COc2ccc(C#N)cc2)c2ccccc2n1	-3	1%	11%	4%	-4%	-2%	-16%	-4%	9%	-31%	-23%
COC(=O)c1oc2ccccc2c1-n1cccc1	7	-1%	-1%	5%	-3%	3%	-2%	-5%	-2%	2%	-5%
Cc1ccc(S(=O)(=O)NCCC(=O)N2CCN(c3cccc(Cl)c3)CC2)cc1C	1	1%	-10%	5%	-5%	4%	-16%	-15%	?	-26%	-50%
CC(C(=O)Nc1ccc2c(c1)OCO2)N1CCC(N2CCCCC2)CC1 (configuration not stated)	-5	.	-3%	0%	-2%	-1%	.	0%	.	.	-19%
O=C1CCC(C(=O)N2CCN(c3ccccc3Cl)CC2)CN1CC1CCCCC1 (configuration not stated)	-7	-15%	-2%	-2%	1%	-1%	0%	-2%[9.26 µM]	35%	.	-20%
Cc1noc(C)c1COC(=O)CCCc1c[nH]c2ccccc12	3	-23%	-1%	-3%	4%	6%	-14%	-1%	-5%	28%	0%
O=C1c2ccc(-c3ccc4c(c3)C(=O)N(CCCO)C4=O)cc2C(=O)N1CCCO	6	.	7%	?	-4%	-1%	7%	-1%	20%	-7%	-11%
CN(C)c1ccc(CN(C(=O)/C=C/c2ccco2)C2CCS(=O)(=O)C2)cc1 (configuration not stated)	-3	.	-5%	0%	-3%	-9%	3%	-4%	-12%	0%	-12%
Oc1ccc(C=Nc2ccccc2-c2nc3ccccc3[nH]2)cc1	-6	?	?	27µM*	?	13%	-17%	9%	-12%	-11%	46%
CCn1c(SCC(=O)Nc2cc(C)on2)nnc1-c1cccc(C)c1	26	-12%	11%	-2%	2%	0%	-5%	1%	19%	.	-15%
O=C(c1ccccc1)N1CCN(C2CCCCC2)CC1	25	21%	-14%	13%	0%	-1%	-1%	-2%	0%	6%	-2%
Next compounds
SMILES	Giardia killer	Menin MLL FP TR	p53 reactivation	FLuc modulator	NPC1 promoter act	Rab9 prom act	VP16 counter	ELG1 genotox	RORgamma inh	PKM2 activator	BRCA1 expr act
O=C1COc2ccc(C(=O)COC(=O)c3ccccc3[N+](=O)[O-])cc2N1	-2	.	?	1.5µM*	20%	?	.	9%	.	.	40%
CCCS(=O)(=O)Nc1c(C(=O)O)[nH]c2ccc(OC)cc12	2	.	3%	-7%	-1%	-2%	0%	-2%	6%	-1%	-5%
Cc1ccc(C)c2[nH]c(=O)c(CCNC(=O)CC(C)(C)C)cc12	?	-3%	1%	-1%	-3%	-1%	-1%	-2%	-15%	-1%	2%
S=C(Nc1ccccc1)N1CCN(C(=S)Nc2ccccc2)CC1	.	-3%	0%	1%	-13%	0%	1%	12%	16%	0%	.
Cc1cc(C)c2nc(SCC#N)cc(C)c2c1	2	-4%	-2%	-12%	0%	-13%	-3%	0%	-14%	-11%	-65%
CC(Cl)C(=O)c1c(N)n(C)c(=O)n(C)c1=O (configuration not stated)	-4	.	-5%	1%	1%	-4%	-1%	0%	-33%	-6%	5%
O=C(O)CCc1[nH]c2ccccc2c1Sc1ccccc1	-6	?	-5%	1%	-3%	-2%	5%	0%	18%	.	-12%
Cc1cccc(NC(=O)Nc2c(C)n(C)n(-c3ccccc3)c2=O)c1	-11	-23%	-1%	0%	0%	-2%	-3%	1%	19%	.	-38%
CC(C)c1ccc(NS(=O)(=O)c2ccc3[nH]cc(C(=O)N4CCC(C(N)=O)CC4)c(=O)c3c2)cc1	18	23%	2%	3%	0%	8%	18%	-4%	7%	1%	4%
Cc1ccc(S(=O)(=O)NCc2ccccc2)cc1C(=O)N(C)CC(=O)Nc1c(Cl)cccc1Cl	-1	.	0%	-1%	0%	-3%	.	-13%	.	.	-21%
O=C(Nc1ccc(Cl)cc1)[C@@H]1[C@@H]2C(=O)N(c3ccc(Cl)cc3Cl)C(=O)[C@@H]2[C@H]2C=CC=NN21	.	?	2%	-14%	-2%	-4%	-5%	1%	2%	1%	.
COc1cccc(C2=NOC(C(=O)Nc3c(C)n(C)n(-c4ccccc4)c3=O)C2)c1 (configuration not stated)	16	.	-2%	2%	-1%	-3%	-2%	0%	-6%	-7%	-2%
CC(=O)NC1(C(=O)O)CCCC1	20	.	10%	0%	1%	-2%	-9%	-1%	0%	0%	-9%
CC(C)N1C(=O)S/C(=C/c2ccc(Sc3nc4ccccc4[nH]3)o2)C1=O	8	3%	-2%	-3%	-10%	-14%	?	-1%	?	1%	-85%
CCc1ccc(OC(=O)c2cncc(Br)c2)cc1	5	-8%	4%	6µM*	0%	-7%[1.84 µM]	-6%	1%	-13%	.	8%
CCCc1nc2ccccc2c(NC(=O)CN(CC)CC)c1CC	11	?	-1%	-2%	-8%	-2%	0%	-7%	-4%	-1%	-1%
O=C(Oc1nsnc1N1CCOCC1)N1CCOCC1	-4	10%	9%	7%	1%	2%	-12%	-1%	5%	-4%	-4%
CC(=O)c1cc(CN2CCN(CC=C(C)C)C(CCO)C2)cs1 (configuration not stated)	25	3%	3%	0%	-2%	-9%	8%	2%	-4%	-14%	7%
O=C(c1ccc(F)cc1)N1CCN(c2cc(=O)[nH]nc2-c2ccccc2)CC1	-1	.	-6%	4%	-6%	4%	0%	1%	-17%	-3%	2%
COc1ccc2[nH]c(=O)c(CN(C)C(=O)C3CCCCC3)cc2c1	-6	-4%	3%	9%	1%	2%	-6%	2%	-3%	-5%	-26%
O=C(c1cccn(Cc2ccc(C(F)(F)F)cc2)c1=O)N1CCOCC1	-9	9%	1%	1%	0%	1%	-2%	2%	-1%	1%	15%
